# KLK5 inh – human KLK5 protease inhibitors, primary screen, biochemical, 1536-well | recombinant hK5, fluorogenic AMC substrate cleavage | inhibition, % at 5 µM | Kallikrein-5 (Homo sapiens), Q9Y337 | actives 0.59% (n = 210,000);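 active = inhibition of 40% or more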;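 note: 0% = enzyme controls without compound and 100% = no-enzyme blanks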
# FXIIa inh 1536 – human FXIIa protease inhibitors, primary screen, biochemical, 1536-well; inhibition, % at 5 µM; purified FXIIa, Boc-QGR-AMC fluorogenic substrate, 2 h; actives 0.3% (n = 220,000); in the data active = inhibition above about 40%;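 note: 0% = enzyme with no compound and 100% = blank without enzyme; many of its hits are not listed in these tables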
# TNF death inh – inhibitors of TNF-alpha triggered necroptosis, primary screen, cell-based, Jurkat FADD-/-, single concentration; Jurkat FADD-/- TNF necroptosis rescue, ATP luminescence, 24 h; 0 = TNF only, 100 = no-TNF cells; activation (protection from cell death), % at 10 µM; actives 0.068% (n = 220,000); AID 463075, 2010;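 active = activation, meaning protection from cell death, of at least 50% relative to plate controls; inactive = activation below 50%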;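 note: necroptosis triggered by 40 ng/mL TNF-alpha added together with compound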
# zVAD death inh – inhibitors of zVAD-triggered necroptosis, primary screen, L929 cells | L929 zVAD necroptosis rescue, ATP luminescence, 24 h; with zVAD 60 µM | actives 0.38% (n = 220,000) | viability rescue, % at 10 µM;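 active = activation, scaled between plate controls, above about 75%, limit read from the data; inactive = activation under that limit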;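 note: 0% = zVAD with DMSO and 100% = DMSO alone without zVAD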
# Rad51 HR inh – human RAD51 strand exchange inhibitors, primary screen, biochemical, fluorescence; DNA repair protein RAD51 homolog 1 (Homo sapiens), Q06609; hRad51 DNA strand exchange, fluorescence dequenching; inhibition, % at 10 µM; actives 0.085% (n = 200,000);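 active = inhibition above 40% at the single screening dose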;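 note: 0% = DMSO control wells and 100% = blanks with heterologous ssDNA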
#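 System: human Rad51 nucleoprotein filaments preassembled on unlabelled ssDNA. Reagent: labelled 47-mer dsDNA for strand exchange. Schedule: 30-min compound preincubation and 15-min exchange, both room temperature. Measured by: FRET fluorescence dequenching, excitation 485 nm, emission 520 nm. Read-out: Fluorescence-based percent inhibition, control- and blank-normalised. Benchmarks: plate controls and plate blanks.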
# FXIa inh – human FXIa protease inhibitors, primary screen, biochemical, 1536-well; actives 0.14% (n = 220,000); purified FXIa, Boc-Glu-Ala-Arg-AMC fluorogenic substrate; inhibition, % at 5 µM; Coagulation factor XI (Homo sapiens), P03951; AID 798, 2007;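 active = inhibition of at least 40%; inactive = inhibition below 40%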;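 note: fluorescence of freed AMC excited at 355 nm; 0% = enzyme without compound and 100% = no enzyme blank; many of its hits are not listed in these tables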
# Hck Nef HTS – inhibitors of Nef-activated human Hck kinase, primary screen, biochemical, Z-Lyte FRET, 384-well, Hck-YEEI; Recombinant Hck-YEEI plus Nef, Z-Lyte FRET kinase assay; inhibition, % at 20 µM; actives 0.68% (n = 220,000); AID 463187, 2010;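 active = Hck-Nef kinase inhibition above about 50%, limit read from the data; inactive = inhibition below that limit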;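 note: 0% = DMSO with Hck plus Nef and 100% = Hck alone without Nef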
# KCC2 mod – KCC2 cotransporter modulators, thallium flux, primary screen, cell-based, HEK293 KCC2, FluoZin-2 fluorescence, MLSMR | Solute carrier family 12 member 5 (Homo sapiens), Q9H2X9 | KCC2 cells, thallium flux FluoZin-2 fluorescence | B-score of Tl+ flux slope (higher = more flux/activation; lower = inhibition) at 10 µM | actives 2.2% (n = 190,000) | AID 1456, 2008;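 active = thallium flux slope and its plate-corrected score both differing from the plate sample mean at a set confidence after two filtering rounds, in either direction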;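 note: slope of fluorescence scaled to starting intensity during 10 to 20 s after thallium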
# Target sequence (Q9H2X9 whole entry, looked up): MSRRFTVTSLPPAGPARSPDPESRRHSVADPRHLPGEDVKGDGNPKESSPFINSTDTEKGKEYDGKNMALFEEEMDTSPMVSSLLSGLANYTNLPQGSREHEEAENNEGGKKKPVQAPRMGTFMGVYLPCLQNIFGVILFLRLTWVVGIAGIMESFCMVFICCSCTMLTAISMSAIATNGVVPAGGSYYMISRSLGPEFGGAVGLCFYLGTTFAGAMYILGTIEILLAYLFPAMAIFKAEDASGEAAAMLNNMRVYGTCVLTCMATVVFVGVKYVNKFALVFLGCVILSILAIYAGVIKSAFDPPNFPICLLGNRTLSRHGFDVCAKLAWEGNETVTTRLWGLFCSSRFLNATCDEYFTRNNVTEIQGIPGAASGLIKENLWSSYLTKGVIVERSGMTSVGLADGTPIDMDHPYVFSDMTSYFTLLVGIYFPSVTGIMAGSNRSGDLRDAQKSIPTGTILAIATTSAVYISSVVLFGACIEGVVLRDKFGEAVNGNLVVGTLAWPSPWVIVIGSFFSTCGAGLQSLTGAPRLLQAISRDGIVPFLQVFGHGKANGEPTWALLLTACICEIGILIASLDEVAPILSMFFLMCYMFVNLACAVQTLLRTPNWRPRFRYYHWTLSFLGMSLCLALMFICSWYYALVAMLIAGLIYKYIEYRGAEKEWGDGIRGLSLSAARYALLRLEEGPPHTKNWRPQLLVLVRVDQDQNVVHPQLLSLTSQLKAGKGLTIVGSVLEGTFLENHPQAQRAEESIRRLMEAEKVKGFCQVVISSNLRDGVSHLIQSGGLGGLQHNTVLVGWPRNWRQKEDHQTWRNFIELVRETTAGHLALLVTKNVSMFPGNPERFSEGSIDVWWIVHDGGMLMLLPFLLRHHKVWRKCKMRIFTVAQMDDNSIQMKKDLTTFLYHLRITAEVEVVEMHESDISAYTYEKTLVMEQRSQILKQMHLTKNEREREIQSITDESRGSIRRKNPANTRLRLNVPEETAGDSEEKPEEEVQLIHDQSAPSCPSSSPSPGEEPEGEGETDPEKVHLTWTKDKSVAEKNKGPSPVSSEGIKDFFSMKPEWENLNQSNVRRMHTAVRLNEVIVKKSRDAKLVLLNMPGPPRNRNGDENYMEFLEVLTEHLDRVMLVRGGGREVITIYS
# Thrombin inh – human alpha-thrombin inhibitors, primary screen, counter-screen for coagulation protease inhibitor project, biochemical, 1536-well, fluorogenic AMC substrate; Boc-VPR-AMC fluorogenic substrate cleavage; Prothrombin (Homo sapiens), P00734; AID 1046, 2008; inhibition, % at 5 µM; actives 0.26% (n = 220,000);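 active = inhibition at or above 40%; inactive = inhibition below 40%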;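 note: 0% = enzyme with no compound and 100% = wells without enzyme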
#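 Material: Human alpha-thrombin protein | Buffer or medium: pH 7.5 Tris-saline with Tween 20 | Reagent: Boc-VPR-AMC substrate, 15 µM final | Schedule: Reaction at ambient temperature | Detection: AMC fluorescence at 355 nm excitation and 460 nm emission | Evaluation: Percent inhibition scaled between no-compound controls and no-enzyme blanks | Controls: no-compound enzyme wells and no-enzyme blanks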
# An asterisk follows results filed as active; / = no result given. Only part of the results is shown; count on the stated rates, not on these rows.
no.	Molecule	KLK5 inh	FXIIa inh 1536	TNF death inh	zVAD death inh	Rad51 HR inh	FXIa inh	Hck Nef HTS	KCC2 mod	Thrombin inh
1	CCOC(=O)C1=C(c2ccccc2)Nc2nc(C)nn2C1c1cccc(OC)c1OC (stereo not drawn)	-14	16	-0.3	-0.2	-1	6	1	0.52	2
2	CCC(C)N(CC(=O)NCc1ccc(OC)cc1)C(=O)c1csnn1 (stereo not drawn)	-14	10	-1.9	-0.1	0	-6	-2	0.014	-19
3	COc1ccc(C(=O)Nc2nc(-c3ccc(OC)cc3)c(-c3ccc([N+](=O)[O-])cc3)s2)cc1	9	18	-3.0	2.1	-16	10	-2	/	3
4	Cc1ccc(C(NC(N)=O)c2ccccc2)cc1 (stereo not drawn)	-1	10	-0.2	0.2	4	-3	2	-1.6	1
5	CCC(=O)Nc1sc2c(c1C#N)CC(C)(C)NC2(C)C	-24	15	-0.3	-0.3	4	-3	0	/	4
6	CC(Sc1nnnn1-c1ccc(O)cc1)c1nc2ccccc2c(=O)[nH]1 (stereo not drawn)	-3	8	-0.8	70	8	-1	16	0.13	0
7	CCOC(=O)c1c(/N=C/N(C)C)sc(C)c1C	2	6	-0.1	3.8	-1	-1	-3	-0.8	-2
8	CN1CCC(C2(O)c3ccccc3CSc3sccc32)CC1 (stereo not drawn)	0	15	2.9	-0.5	-4	5	12	-0.13	2
9	Cc1nc(NS(=O)(=O)c2cccs2)c2c3c(sc2n1)CCC3	22	-1	0.2	-0.2	-1	-2	1	0.17	0
10	COc1ccc(NC(=O)c2ccco2)cc1NC(=O)c1ccco1	4	-8	0.2	24	-3	-8	-1	0.62	10
11	Cc1nc(Nc2ccc3c(c2)OCO3)c2oc3ccccc3c2n1	-9	23	-1.7	13	-9	12	2	/	5
12	CCOc1ccc(NC(=O)CS(=O)CC(=O)NC2CCCc3ccccc32)cc1 (stereo not drawn)	9	9	0.7	-0.4	0	0	0	0.56	2
13	Cc1ccc2nc(-c3cc(-c4ccccc4)no3)cn2c1	-4	4	-1.2	0.8	-8	-5	39	-0.45	-5
14	CCCCNC(=O)CCSc1ccc(C)cc1	-11	15	1.6	0.8	-28	9	4	-1.7	-1
15	c1csc(C2Nc3ccccc3-c3nc4ccccc4n32)c1 (stereo not drawn)	-4	-9	3.0	0.3	-10	-18	4	-0.68	-8
16	COc1ccc(NC(=O)CCC2CCCC2)cc1OC	-8	-6	2.2	3.4	6	-13	8	/	1
17	COc1ccc(OC)c(NC(=O)C2C3C=CC(C3)C2C(=O)NCc2ccccn2)c1 (stereo not drawn)	-8	4	-0.3	-0.1	-3	-7	4	0.31	-16
18	Nc1cnn(Cc2ccccc2F)c1	-5	5	-0.2	-1.2	11	2	20	1.2	1
19	Cc1cc(C)cc(C(=O)NC(CC(N)=O)c2ccc(NC3CCCCCC3)c([N+](=O)[O-])c2)c1 (stereo not drawn)	4	13	2.3	0.9	4	4	27	-1.2	4
20	O=C(NNC(=O)c1n[nH]c(=O)c2ccccc12)c1ccc(Br)cc1	-6	12	1.7	0.6	13	0	29	0.72	0
21	Cc1nnc(NC(=O)CSc2cn(Cc3ccccc3)c3ccccc23)s1	-9	9	-1.9	-0.7	1	1	-1	0.9	-1
22	Cc1cc(C(=O)NCCCn2ccnc2)sc1-c1ccccc1	-2	12	-8.9	-0.4	5	1	12	0.38	1
23	CC(C)Oc1ccc(Cn2c(-c3ccco3)n[nH]c2=S)cc1	-11	4	0.3	-0.4	-1	-4	3	0.16	-3
24	COc1ccc(C(=O)NCc2ccccc2OC)cc1	7	-2	-1.9	0.0	/	-10	8	/	-8
25	COc1ccc(OC2C(=O)N(Cc3ccc(F)cc3)C2c2cc(OC)c(OC)c(OC)c2)cc1 (stereo not drawn)	-9	10	2.6	-0.1	-192	4	3	-1.1	-14
26	CCN1C(=O)C(C(=O)c2ccccc2)SC1=S (stereo not drawn)	0	3	0.7	1.0	/	-2	23	0.63	2
27	CCOC(=O)N1CCC(NC(=O)Cn2nc(Cc3ccncc3)c3ccccc3c2=O)CC1	-14	10	0.3	0.6	-6	3	1	/	-4
28	COCCN(C(=O)c1ccccc1OC)c1nnc(C)s1	5	10	-0.1	-0.1	13	2	21	1.3	-1
29	CC1CCc2c(sc(NC(=O)CN3CCN(C(=O)c4ccco4)CC3)c2C#N)C1 (stereo not drawn)	-4	11	-0.7	2.1	0	-6	30	-1.6	-9
30	COc1ccccc1OCC(=O)N/N=C1\CCCCc2ccccc21	-6	5	1.7	0.7	2	-5	10	-2.6	0

# Full records from above.
# `COCCN(C(=O)c1ccccc1OC)c1nnc(C)s1` is listed as KLK5 inh = 5; FXIIa inh 1536 = 10; TNF death inh = -0.1; zVAD death inh = -0.1; Rad51 HR inh = 13; FXIa inh = 2; Hck Nef HTS = 21; KCC2 mod = 1.3; Thrombin inh = -1
# `CCOC(=O)N1CCC(NC(=O)Cn2nc(Cc3ccncc3)c3ccccc3c2=O)CC1` is listed as KLK5 inh = -14; FXIIa inh 1536 = 10; TNF death inh = 0.3; zVAD death inh = 0.6; Rad51 HR inh = -6; FXIa inh = 3; Hck Nef HTS = 1; KCC2 mod = /; Thrombin inh = -4

# The listing continues.
no.	Molecule	KLK5 inh	FXIIa inh 1536	TNF death inh	zVAD death inh	Rad51 HR inh	FXIa inh	Hck Nef HTS	KCC2 mod	Thrombin inh
31	C=C(C)C(=O)Nc1ccc(OC(F)(F)C(F)F)c(NC(=O)C(=C)C)c1	9	4	0.8	0.5	-9	-3	1	-0.03	5
32	O=C(Cn1cc(C(F)(F)F)ccc1=O)N1CCN(S(=O)(=O)c2ccccc2)CC1	8	23	-0.3	1.3	-2	16	0	/	-4
33	Cc1cc(O)c(/C=N/OCc2ccc(Cl)cc2Cl)c(=O)o1	-19	-7	0.9	5.0	8	-5	3	0.019	1
34	CN1CCN(C(=O)c2ccccc2Nc2ccc(SC(F)F)cc2)CC1	-2	1	3.0	1.8	13	-4	20	0.67	-16
35	CN1C[N+]([O-])=C(c2ccccc2)C1(C)C	-20	2	0.8	0.1	-7	-2	2	/	-11
36	CN(C)CCN=c1cc(-c2ccccc2)oc2ccc(Cl)cc12	-1	6	-0.9	17	12	-3	27	/	4
37	Cc1cc(C)nc(N2CCCC(C(=O)NC3CCCC3)C2)n1 (stereo not drawn)	-3	10	-0.1	1.1	-2	0	-1	/	1
38	C/C(=N\NC(N)=S)c1ccc(Cl)s1	19	20	-2.2	-0.5	-9	13	11	3	1
39	CC(NC(=O)COC(=O)c1ccc2c(c1)S(=O)(=O)N=C1CCCCCN12)C12CC3CC(CC(C3)C1)C2 (stereo not drawn)	-8	1	-5.1	1.2	-7	14	3	0.56	1
40	CCOC(=O)CC1(CC(=O)OCC)NC(=O)c2c(C)sc(C(=O)OCC)c2N1	0	-13	-0.8	-0.4	0	0	1	0.11	-3
41	COc1ccc(OC)c2[nH]c(C(=O)O)cc12	-9	8	-0.7	-0.8	5	6	7	0.65	1
42	COc1cc(OC)c2c(c1)C(=O)OC2	-4	9	-0.3	1.8	-1	2	2	-0.77	-3
43	Cn1cc(CN2CCC(C(=O)N3CCCCC3)CC2)c(-c2ccccc2F)n1	22	6	1.5	-0.8	11	-1	11	1	2
44	O=C(Cn1cnc([N+](=O)[O-])n1)NCCc1ccccc1	-1	3	1.7	2.4	14	-2	2	0.91	-7
45	CCO/C=C1/C(=O)N(c2ccccc2OC)C(=O)c2ccccc21	3	7	1.4	-0.6	1	8	17	-0.93	-10
46	N#Cc1c(-c2ccc(Cl)cc2)c2c([nH]c1=O)-c1ccccc1OC2	-21	-35	-0.7	0.5	-2	-14	37	-0.71	-4
47	CCn1c(SCC(=O)Nc2ncc(C(F)(F)F)cc2Cl)nnc1-c1cccc(C)c1	-6	0	-0.6	1.2	-7	-5	1	-0.73	-13
48	COCC(=O)Nc1c(C(=O)Nc2ccc3c(c2)OCCO3)oc2ccccc12	-2	4	-1.3	1.4	/	0	6	0.47	1
49	COc1ccc(C2C(C#N)=C(N)OC(C(C)(C)C)=C2C#N)cc1OC (stereo not drawn)	6	-2	-1.9	0.5	5	-4	2	/	-4
50	CO/N=C/c1ccc(N2CCN(C(=O)c3cccc(C(F)(F)F)c3)CC2)c([N+](=O)[O-])c1	-16	5	-8.9	-0.2	1	-4	2	-0.1	-2
51	CN1CCN(S(=O)(=O)c2ccc(NC(=O)C(C)(C)C)cc2)CC1	-10	14	0.4	0.4	-9	-4	6	-1.2	1
52	CCOC(=O)c1sc(=NC(=O)c2ccc(OC(C)C)cc2)n(C)c1C	-4	7	1.2	3.6	1	-3	19	-0.17	-11
53	CC(C)(C)C(=O)NC(C(N)=O)=C(Cl)Cl	4	16	0.9	0.7	2	2	-11	0.29	9
54	COCC(=O)Nc1nnc(Cc2ccc(OC)c(OC)c2)s1	-2	12	0.3	-0.4	0	4	2	/	-4
55	CCOP(=O)(OCC)C(Nc1ccccc1)c1ccco1 (stereo not drawn)	-13	6	0.0	2.8	33	-3	0	0.6	1
56	c1ccc(-c2nnc3sc(-c4csc5c4CCCC5)nn23)cc1	4	14	-2.3	5.7	-1	6	1	/	3
57	Cc1ccc(C(=O)NCC(=O)OC(C)C(=O)Nc2ccc(N(C)C)cc2)s1 (stereo not drawn)	-3	3	1.0	2.8	-20	-3	30	0.27	9

# An excerpt from above in order of the KCC2 mod value, smallest number first.
No.	Structure	KCC2 mod
47	CCn1c(SCC(=O)Nc2ncc(C(F)(F)F)cc2Cl)nnc1-c1cccc(C)c1	-0.73
52	CCOC(=O)c1sc(=NC(=O)c2ccc(OC(C)C)cc2)n(C)c1C	-0.17
50	CO/N=C/c1ccc(N2CCN(C(=O)c3cccc(C(F)(F)F)c3)CC2)c([N+](=O)[O-])c1	-0.1
33	Cc1cc(O)c(/C=N/OCc2ccc(Cl)cc2Cl)c(=O)o1	0.019
55	CCOP(=O)(OCC)C(Nc1ccccc1)c1ccco1 (stereo not drawn)	0.6
41	COc1ccc(OC)c2[nH]c(C(=O)O)cc12	0.65
38	C/C(=N\NC(N)=S)c1ccc(Cl)s1	3

# Screens as filed in PubChem BioAssay.
